RBX1-CUL1 inh – inhibitors of human ROC1-CUL1 ubiquitin ligase activity. E3 ubiquitin-protein ligase RBX1 (Homo sapiens) + Cullin-1 (Homo sapiens), P62877+Q13616. in vitro K48 di-Ub FRET, acceptor:donor ratio, 45 min. inhibition, % at 10 µM. 0.6% of 140,000 active; in the data active means inhibition above about 25%
Target sequence (P62877 whole entry, looked up): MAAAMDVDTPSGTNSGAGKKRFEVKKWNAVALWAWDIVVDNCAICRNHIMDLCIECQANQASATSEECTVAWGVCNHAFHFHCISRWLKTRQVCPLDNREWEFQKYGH
Target sequence (Q13616 whole entry, looked up): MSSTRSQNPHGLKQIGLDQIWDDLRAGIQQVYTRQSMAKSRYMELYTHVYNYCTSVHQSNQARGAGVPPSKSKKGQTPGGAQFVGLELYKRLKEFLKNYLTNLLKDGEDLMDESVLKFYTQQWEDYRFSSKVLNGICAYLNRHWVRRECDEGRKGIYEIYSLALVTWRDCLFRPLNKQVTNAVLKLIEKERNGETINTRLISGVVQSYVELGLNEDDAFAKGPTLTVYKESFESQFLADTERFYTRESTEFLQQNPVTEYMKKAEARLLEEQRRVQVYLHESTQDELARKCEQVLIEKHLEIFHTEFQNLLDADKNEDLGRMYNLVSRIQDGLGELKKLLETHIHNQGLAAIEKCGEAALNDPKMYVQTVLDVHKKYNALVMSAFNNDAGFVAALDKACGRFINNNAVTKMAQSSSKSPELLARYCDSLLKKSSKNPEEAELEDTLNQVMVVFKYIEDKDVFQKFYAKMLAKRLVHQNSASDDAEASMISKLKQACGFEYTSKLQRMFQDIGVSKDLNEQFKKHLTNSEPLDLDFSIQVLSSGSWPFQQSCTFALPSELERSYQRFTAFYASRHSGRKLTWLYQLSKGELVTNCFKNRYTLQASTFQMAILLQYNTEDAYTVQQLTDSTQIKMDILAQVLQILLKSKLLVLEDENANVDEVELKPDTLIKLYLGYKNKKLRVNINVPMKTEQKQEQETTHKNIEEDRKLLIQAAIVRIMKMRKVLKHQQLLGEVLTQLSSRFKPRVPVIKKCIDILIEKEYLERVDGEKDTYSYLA
The depositor's hits bear a star. The list is partial; count on the stated rates, not on these rows.

SMILES	RBX1-CUL1 inh
CCC(=O)OCc1cnc(C)c2oc(=O)c(C(=O)Nc3ccc(CC)cc3)cc12	-2
O=C1NC(=O)N(c2ccc(Cl)cc2)C(=O)C1C=Nc1ccc2[nH]c(=O)[nH]c2c1 (stereo not given)	12
COc1cc(C(=O)c2ccccc2)c(OC)cc1C(=O)NC(CO)(CO)CO	-3
COCc1cc(C)nc2sc(C(=O)Nc3ccc(Br)c(Cl)c3)c(N)c12	10
O=C(NCCc1ccccc1)C1C=Nc2ccc(S(=O)(=O)Nc3ccccc3F)cc2C1=O (stereo not given)	-9
Cc1nn(C(=O)c2ccccc2F)c(C)c1S(=O)(=O)N1CCCCCC1	8
Cc1ccc(CCNC(=O)Cn2ncc3c([nH]c4ccc(C)cc43)c2=O)cc1	6
O=C(O)C1CCCN1C(=O)c1cc([N+](=O)[O-])cc([N+](=O)[O-])c1 (stereo not given)	-6
CC12CCC(C(=O)Nc3ccc(Br)cc3)(OC1=O)C2(C)C (stereo not given)	7
COc1cccc(NC(=O)c2sc(Cl)nc2-c2ccccc2)c1	0
CN1CCC(N2CCCC(C(=O)NCc3ccccc3)C2)CC1 (stereo not given)	-2
COc1ccc(S(=NS(=O)(=O)c2ccc(C)cc2)c2ccc(OC)cc2)cc1	5
O=C(NC1CC(=O)N(c2ccccc2)C1)c1cccs1 (stereo not given)	4
CCOc1ccccc1C1NC(=O)CCC1[N+](=O)[O-] (stereo not given)	3
COC(=O)c1cccc(-n2c(CCC(=O)O)ccc2-c2ccc(OC)cc2)c1	-1
COc1ccccc1C1C([N+](=O)[O-])=CC([N+](=O)[O-])=CN1C (stereo not given)	1
CC(=O)NC1C(=O)N(Cc2ccccc2)c2c(C)ccc(C)c21 (stereo not given)	0
CCOC(=O)c1cccc(NC(=O)N2CC(CC)Sc3ccccc32)c1 (stereo not given)	0
CCOC(=O)C1=C(C)N=c2s/c(=C\c3ccc(O)c(Br)c3)c(=O)n2C1c1ccc(OC)cc1 (stereo not given)	35*
CCCCNC(=O)CN1C(=O)COc2ccc(S(=O)(=O)N3CCCC3)cc21	-2
COCCNC(=O)Cc1c2c(n(Cc3ccccc3F)c1C)CCCC2=O	4
CCCCOC(=O)C1C(C)=NC(=O)NC1c1ccc(OC)c(OC)c1 (stereo not given)	-3
CCCN(CCC)S(=O)(=O)c1ccc(NC(=O)CC(C)c2ccccc2)cc1 (stereo not given)	-3
Cn1cnnc1SCC(=O)N1c2ccccc2CCc2ccccc21	4
CCCOc1ccc(C2C(C(=O)c3cccs3)C(=O)C(=O)N2CCN(CC)CC)cc1 (stereo not given)	6
O=C1C2CSCN2C(=O)CN1CCCN1CCN(C(c2ccccc2)c2ccccc2)CC1 (stereo not given)	-2
CCn1c2ccccc2c2cc(CN3CCN(Cc4ccccc4C)CC3)ccc21	5
Cc1ccc(C(=O)/C=C/c2ccccc2)o1	-10
Cc1ccc(Cl)cc1N=C(N)N=C(N)N	8
CCCCCCCOC(=O)c1ccc(NC(=O)CCC(=O)O)cc1	0
O=C1c2ccccc2OC23Oc4ccccc4C(=O)N2CCN13	6
COc1ccc(C2C3=C(N=c4s/c(=C/c5ccc(C(=O)O)cc5)c(=O)n42)c2ccccc2CC3)cc1OC (stereo not given)	92*
COc1cccc(NC(=O)Cn2nc(C)c3c(C)n(-c4ccccc4)nc3c2=O)c1	-6
Clc1cccc(CNCC2CCCO2)c1Cl (stereo not given)	-5
O=C(NC1CC(=O)N(CC2CCCCC2)C1)c1cc2ccccc2oc1=O (stereo not given)	2
COC(=O)Cc1[nH]nc2c1C(c1ccc(OC)c(OC)c1)C(C#N)C(=N)O2 (stereo not given)	5
CCOc1ccc(C(=O)c2cn(CC(=O)Nc3ccc4c(c3)OCCO4)c3ccc(OC)cc3c2=O)cc1	-9
COCC(=O)N1CCCC(C(=O)Nc2ccc(-c3cscn3)cc2)C1 (stereo not given)	9
COC(=O)c1c(NC(=O)COc2cccc(Cl)c2)sc2c1CCC2	10
COc1ccc(-n2cc(C(=O)N(C)c3cc(C)ccc3OC)c3ccccc3c2=O)cc1	-1
CCn1ccc2cc(S(=O)(=O)N3CCCN(C(=O)NCCOC)CC3)ccc21	-1
CCOC(=O)C(C(=O)OCC)C(Nc1cccc(C)c1)c1ccccc1 (stereo not given)	1
CC1CCCCN1c1ncnc2sc3c(c12)CCC3 (stereo not given)	4
Cc1cc(-c2ccc(C)c(S(=O)(=O)Nc3cccc(C)n3)c2)on1	-4
O=c1[nH]c(O)c(N=Nc2ccc3nc(-c4ccccc4)[nH]c3c2)c(=O)[nH]1	3
CC(C)Sc1nnc(CCCCc2nnc(SC(C)C)o2)o1	4
Cc1ccc(C)c(N(CC(=O)NCC(C)C)S(C)(=O)=O)c1	-4
Cc1ccccc1N1CCN(C(=O)CC2(c3ccccc3C)CC(=O)N(CCN(C)C)C2=O)CC1 (stereo not given)	-5

Of the compounds above, two have an aryl thioether with sulfur outside any ring:
SMILES	RBX1-CUL1 inh
Cn1cnnc1SCC(=O)N1c2ccccc2CCc2ccccc21	4
CC(C)Sc1nnc(CCCCc2nnc(SC(C)C)o2)o1	4

Of the compounds above, these contain a thiophene ring, fused or not.
SMILES	RBX1-CUL1 inh
COCc1cc(C)nc2sc(C(=O)Nc3ccc(Br)c(Cl)c3)c(N)c12	10
O=C(NC1CC(=O)N(c2ccccc2)C1)c1cccs1 (stereo not given)	4
CCCOc1ccc(C2C(C(=O)c3cccs3)C(=O)C(=O)N2CCN(CC)CC)cc1 (stereo not given)	6
COC(=O)c1c(NC(=O)COc2cccc(Cl)c2)sc2c1CCC2	10
CC1CCCCN1c1ncnc2sc3c(c12)CCC3 (stereo not given)	4

The listing continues.
SMILES	RBX1-CUL1 inh
O=C1CC(c2ccco2)CC(=O)C1=C1SC2=C(SCc3ccccc3CS2)S1 (stereo not given)	-5
Cc1ccnc(NS(=O)(=O)c2ccc(NC(=O)c3cc(-c4ccccc4)nc4ccccc34)cc2)n1	7
CCS(=O)(=O)c1nc(S(=O)(=O)c2ccc(C)cc2)c(NCC(C)C)s1	3
COc1ccc(C(=O)O/N=C(/C)c2cccs2)cc1	-7
Cc1ccc(CNC2CC(=O)N(Cc3cccc(F)c3)C2)o1 (stereo not given)	-6
O=C1C2CCCC1CC(C(=O)N1CCOCC1)C2 (stereo not given)	8
CCn1c(=O)[nH]c2cc(C(=O)Nc3cc(C)cc(C)c3)ccc2c1=O	2
CCOC(=O)c1c(NC(=S)NC(NC(C)=O)C(Cl)(Cl)Cl)sc2c1CCCC2 (stereo not given)	-3
O=C(O)c1ccc(CNC2CCCC2)cc1	-4
COc1cc(C(=O)N(CCCN(C)C)c2nc3c(OC)cccc3s2)cc(OC)c1OC	-1
Cc1nonc1CN(C)C(=O)c1cc(NC(=O)CC2CCCC2)cc2nc(C3CCCO3)n(C)c12 (stereo not given)	4
CCOC(=O)CSc1nc(C)cs1	4
O=C(Nc1ccc(N2CCOCC2)cc1)C(c1ccccc1)C1CCCC1 (stereo not given)	4
O=C1CSC(=N/N=C/c2ccc(Br)cc2)N1	6
NS(=O)(=O)c1ccc2c(c1)oc(=O)c1cc(S(N)(=O)=O)ccc12	2
Cc1ccc(CNC(=O)CN2CCCN(Cc3ccc(F)cc3)S2(=O)=O)cc1	-13
CCOc1cc(/C=C2\SC(=Nc3ccc(Cl)c(C(=O)O)c3)N(C)C2=O)cc(Cl)c1O	3
CC(=O)c1ccc(NC(=O)N2CCc3onc(-c4ccccc4F)c3C2)cc1	18
CCc1ccccc1NS(=O)(=O)Cc1ccc(C)cc1	5
CN1C(=O)S/C(=C\c2ccc(Br)cc2)C1=O	1
COc1cccc(-c2cc(C(=O)NCCc3ccccc3)c3ccccc3n2)c1	0
Cc1cc(C)c2c(CC(=O)Nc3nnc(C(C)C)s3)coc2c1	8
COC(=O)C1C(C)=NC(=O)NC1c1cc(Br)c(O)c(Br)c1 (stereo not given)	-1
CCC(CC)C(=O)Nc1ccc(C(=O)/C=C/c2ccc(SC)cc2)cc1	8

RBX1-CUL1 inh: what is marked active above.
SMILES	RBX1-CUL1 inh
CCOC(=O)C1=C(C)N=c2s/c(=C\c3ccc(O)c(Br)c3)c(=O)n2C1c1ccc(OC)cc1 (stereo not given)	35*
COc1ccc(C2C3=C(N=c4s/c(=C/c5ccc(C(=O)O)cc5)c(=O)n42)c2ccccc2CC3)cc1OC (stereo not given)	92*

The results go on:
SMILES	RBX1-CUL1 inh
CC(C)(C)C1CCc2c(sc(NC(=O)c3ccc(Cl)cc3)c2C(=O)NCc2ccco2)C1 (stereo not given)	5
CC1=C(C(=O)N2CCC(CCC(=O)Nc3ccccc3)CC2)OCCO1	-6
COCCO[C@H]1[C@H](NC(=O)C(C)C)c2ccccc2C12CCN(C(=O)C1CCCCC1)CC2	2
CCOc1ccccc1NC(=O)C(C)n1nnc2sc3c(c2c1=O)CCCC3 (stereo not given)	12
Cc1cnc2c(c1)oc1cc(C)cnc12	-4
CCC(C)CC(=O)N1CCc2c(C(=O)NCc3ccc4c(c3)OCO4)c(OC)cc(=O)n2CC1 (stereo not given)	-3
Cc1c(C(=O)Nc2ccc(F)cc2)nnn1-c1ccc(C(C)C)cc1	1
C=Cc1ccc(CSc2nc(-c3ccccc3Cl)nc3c2Cc2c(CO)cnc(C)c2O3)cc1	-4
O=c1c2c(-c3ccccc3)csc2[nH]c(=S)n1-c1ccc(Cl)cc1	8
CCOc1cc(C)c(Cl)cc1S(=O)(=O)n1cccn1	-2
O=C(NCc1cccnc1)C1CCN(c2ccccc2)C1=O (stereo not given)	7
Cc1ccccc1-n1nc(CO)c(C(=O)NCc2cccnc2)n1	2
C/C(=N\NC(=O)c1ccncc1)c1cc2ccccc2o1	4
COc1ccc(-c2cc(C(=O)Nc3cccc(C(C)=O)c3)no2)cc1OC	-2
Fc1ccc(Nc2ncnc3onc(-c4ccc(Cl)cc4)c23)cc1Cl	-10
O=C(NCc1ccccc1)c1cnc2sc3c(n2c1=O)CCCC3	0
C=C1C(=O)OC2(C)CN(C)C(c3ccccc3)CC12 (stereo not given)	-4
Cc1cccc(NS(=O)(=O)c2ccc3c(c2)CCN3C(=O)C2CCC2)c1	-7
CCc1ccc(NC(=O)C2CCC(CNS(=O)(=O)c3cccs3)CC2)cc1 (stereo not given)	5
CCOc1ccc(NC(=O)CN2CCN(Cc3ccccc3)S2(=O)=O)cc1	0
Cc1nnc(SCC(=O)Nc2ccc(Cl)c(Cl)c2)n(N)c1=O	-1
CC(=O)Nc1cccc(-c2nnc(SCC(=O)c3cc([N+](=O)[O-])ccc3Br)o2)c1	1
CCOC(=O)c1c(-c2ccc(Cl)cc2)csc1NC(=O)COc1ccccc1	5
CSc1nc2sc3c(c2c(=O)n1-c1ccccc1C)CCC3	0

Among those listed so far, six have a COOH group:
SMILES	RBX1-CUL1 inh
O=C(O)C1CCCN1C(=O)c1cc([N+](=O)[O-])cc([N+](=O)[O-])c1 (stereo not given)	-6
COC(=O)c1cccc(-n2c(CCC(=O)O)ccc2-c2ccc(OC)cc2)c1	-1
CCCCCCCOC(=O)c1ccc(NC(=O)CCC(=O)O)cc1	0
COc1ccc(C2C3=C(N=c4s/c(=C/c5ccc(C(=O)O)cc5)c(=O)n42)c2ccccc2CC3)cc1OC (stereo not given)	92*
O=C(O)c1ccc(CNC2CCCC2)cc1	-4
CCOc1cc(/C=C2\SC(=Nc3ccc(Cl)c(C(=O)O)c3)N(C)C2=O)cc(Cl)c1O	3

Other structures follow.
SMILES	RBX1-CUL1 inh
O=c1oc2ccc(Cl)cc2n1Cc1cccc(F)c1	1
CCc1[nH]nc2c1C(c1ccc(OCc3ccccc3)cc1)C(C#N)C(=N)O2 (stereo not given)	-4
OCc1ccc(CN2CCc3onc(C(c4ccccc4)c4ccccc4)c3C2)o1	2
COc1ccc(-c2nn(CN3CCN(c4ccccc4)CC3)c(=S)o2)cc1OC	5
O=C(NCc1ccc(F)cc1)c1ccc2c(Cl)c3c(nc2c1)CCCC3	3
O=c1cc2sc3ccccc3c(=O)n2nc1-c1ccccc1	-15
Cc1ccc(-n2nnnc2CNC(=O)c2ccccc2C)cc1C	2
S=c1[nH]cnc2scc(-c3ccccc3)c12	-1
CC1Cc2cc(S(=O)(=O)NCc3ccc(F)cc3)ccc2N1C(=O)C1CCC1 (stereo not given)	-1
CC12CCC(C(=O)Oc3ccc(-c4ccc(C#N)cc4)cc3)(OC1=O)C2(C)C (stereo not given)	6
CCc1cccc(C)c1NC(=O)c1oc2ccc(C)cc2c1C	7
CC(C)CCNC(=O)c1ccc(Cl)c(N)c1	1
Cc1ccc(N2C(=O)C(=Nc3ccc(F)cc3)C(Cl)C2=O)cc1 (stereo not given)	3
CC(=O)Nc1c(C(=O)N2CCN(c3ncccn3)CC2)cnn1-c1ccccc1Cl	13
CCOCCCNC(=O)c1ccc(OC2CCN(S(C)(=O)=O)CC2)c(Cl)c1	-4
COc1ccc(-c2n[nH]c(=S)n2N)cc1	16
CCOC(=O)N1C(=O)c2ccccc2NC1(C(F)(F)F)C(F)(F)F	-3
O=c1cc(C2CCNCC2)nc(-c2cccc(OC(F)(F)F)c2)[nH]1	0
COC(=O)C(NC(=O)c1ccco1)(Nc1nc2c(C)cccc2s1)C(F)(F)F (stereo not given)	-4
O=S(=O)(Nc1cccc2cccnc12)c1cccs1	-3
c1ccc(-c2nc3ccccc3o2)c(-c2nc3ccccc3o2)c1	20
c1ccc(CCC2CN(Cc3ccc4nonc4c3)CCO2)cc1 (stereo not given)	-5
Cn1ccc2cc(S(=O)(=O)N3CCCN(C(=O)Nc4ccccc4Br)CC3)ccc21	-6
Cc1nccc(N2CCCC(Cn3cc(CN4CCNC(=O)C4)nn3)C2)n1 (stereo not given)	-7
COc1ccc(/C=C/C(=O)Nc2sc3c(c2C(=O)O)CCCC3)cc1	10
CCN(CC)c1ccc(C2c3c(nc(SC)[nH]c3=O)N=C3CC(C)(C)CC(=O)C32)cc1 (stereo not given)	-4
Cc1sc2ncnc(N3CCN(c4cccc(C(F)(F)F)c4)CC3)c2c1C	-19
COc1ccc(CN(C(=O)c2cc3ccccc3oc2=O)C2CCS(=O)(=O)C2)cc1 (stereo not given)	-2

Screening results: PubChem, Icahn School of Medicine at Mount Sinai
